NPR1 activator – GC-A (human) enzyme activation | P16066 | HEK293 GC-A cells, cGMP TR-FRET, EC30 ANP; 0% at EC30 ANP, 100% saturating ANP | activation, % at 10 µM | 370,000 tested, 0.14% active | AID 1671463; in the data active means activation above about 40%
FXN GAA850 act – increases GAA850 frataxin promoter reporter activity; HEK293 lucGAA850 FXN promoter luciferase reporter, 24 h; percent of 10 µM SAHA response; activation, % at 6 µM; 360,000 tested, 0.56% active;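 active means activation above the average of all compounds screened plus 3 SD, cutoff fixed separately per campaign, cut at about 7.5% in these data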;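 further: 0% = DMSO wells and 100% = 10 µM SAHA wells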
NPR2 activator – GC-B (human) receptor activation. HEK293-GC-B cells, CNP EC30, cGMP TR-FRET; 0% at EC30 CNP, 100% saturating CNP. activation, % at 10 µM. 370,000 tested, 0.11% active;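 active means activation at 10 µM reaching about 35% in either raw or pattern-adjusted values, limit read from the data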
Target sequence (P20594 whole entry, looked up): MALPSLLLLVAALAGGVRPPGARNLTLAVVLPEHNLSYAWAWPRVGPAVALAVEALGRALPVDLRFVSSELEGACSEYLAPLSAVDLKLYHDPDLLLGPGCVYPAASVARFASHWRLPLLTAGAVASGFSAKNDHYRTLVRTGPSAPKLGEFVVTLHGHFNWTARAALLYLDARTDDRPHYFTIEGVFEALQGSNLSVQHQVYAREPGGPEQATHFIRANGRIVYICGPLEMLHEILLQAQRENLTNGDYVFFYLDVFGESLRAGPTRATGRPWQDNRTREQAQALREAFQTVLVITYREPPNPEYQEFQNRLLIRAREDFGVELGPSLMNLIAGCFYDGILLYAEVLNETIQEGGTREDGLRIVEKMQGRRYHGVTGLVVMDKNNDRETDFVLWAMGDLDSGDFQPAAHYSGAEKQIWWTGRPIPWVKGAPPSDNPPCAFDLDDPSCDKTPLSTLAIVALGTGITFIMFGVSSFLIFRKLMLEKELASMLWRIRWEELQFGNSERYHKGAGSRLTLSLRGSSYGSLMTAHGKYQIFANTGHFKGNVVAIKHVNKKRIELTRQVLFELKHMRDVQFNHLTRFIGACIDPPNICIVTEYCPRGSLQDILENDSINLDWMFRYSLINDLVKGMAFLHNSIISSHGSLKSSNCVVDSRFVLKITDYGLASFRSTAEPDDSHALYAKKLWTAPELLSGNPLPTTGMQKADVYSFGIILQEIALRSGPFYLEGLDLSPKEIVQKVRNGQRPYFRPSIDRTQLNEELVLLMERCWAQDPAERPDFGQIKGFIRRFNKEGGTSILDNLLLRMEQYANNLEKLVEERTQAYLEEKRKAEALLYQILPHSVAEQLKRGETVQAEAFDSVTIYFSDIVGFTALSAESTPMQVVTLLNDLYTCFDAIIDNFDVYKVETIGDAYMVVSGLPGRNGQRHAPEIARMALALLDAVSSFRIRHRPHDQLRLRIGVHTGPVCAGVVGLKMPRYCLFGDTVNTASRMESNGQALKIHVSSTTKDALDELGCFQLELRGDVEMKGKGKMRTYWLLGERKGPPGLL
ADAM10 inh – ADAM10 inhibition, QFRET primary screen. recombinant ADAM10, EDANS/DABCYL FRET peptide cleavage, 3 h. inhibition, % at 7 µM. 370,000 tested, 0.62% active. AID 720582;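 active means inhibition above a per-campaign cutoff equal to the mean of compounds falling between control-based bounds plus 3 SD, cut at about 20% in these data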;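 further: 0% = DMSO wells while the 100% control is not disclosed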
hcDAF-12 act – activates DAF-12 receptor from parasite H. contortus; HEK293 hcDAF-12 lit1-tk-luc reporter, luminescence; 0% DMSO, 100% Δ7-dafachronic acid; activation, % at 6.8 µM; 370,000 tested, 1.4% active;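 active means activation above the mean of all tested compounds plus 3 SD, cut at about 5.5% in these data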;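 further: 100% = response to 3 µM Δ7-dafachronic acid high control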
ssDAF-12 act – S. stercoralis DAF-12 activation, primary screen; HEK293 ssDAF-12/GRIP1 lit1-tk-luc reporter, luminescence; % of 3 µM dafachronic acid response; activation, % at 6.8 µM; 370,000 tested, 1% active; AID 652126;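 active means activation above the mean over all tested compounds plus 3 SD, cut at about 0.9% in these data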;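 further: 0% = DMSO-only wells and 100% = 3 µM delta7-dafachronic acid wells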
DAX1 inh-1 – blocks DAX1 repression of SF-1 activated StAR promoter; 370,000 tested, 1.1% active; AID 652010; HEK293T StAR-luciferase reporter, SF-1/DAX-1 repression relief; inhibition, % at 6.8 µM;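 active means inhibition above the mean over all tested compounds plus 3 SD, cut at about 3.6% in these data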;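 further: 0% = DAX-1 cells with DMSO and 100% = cells lacking DAX-1 with DMSO; higher inhibition means more luminescence from relief of DAX-1 repression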
SMARCA2 activ – SMARCA2 function activation, primary screen; activation, % at 9.1 µM; AID 652017; MG213 cells, MMTV-luciferase reporter, dexamethasone, overnight; 370,000 tested, 1% active; in the data active means activation above about 7.8%;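 further: 0% = vehicle wells and 100% = reference activator wells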
hgDAF12 agonist – activates the H. glycines DAF-12 receptor ligand-binding domain. HEK293 GAL4-hgDAF12 UAS-luciferase reporter, agonist luminescence; normalized to butyrate control. activation, % at 6.8 µM. 370,000 tested, 1.8% active. AID 687014;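 active means activation above a cutoff set at the mean of all screened compounds plus 3 SD, cut at about 10% in these data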;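 further: 0% = DMSO wells and 100% = sodium butyrate wells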
sPLA2-III inh – Inhibits HGIII-sPLA2 liposome hydrolysis, primary screen | inhibition, % at 12.2 µM | Q9NZ20 | 370,000 tested, 0.56% active | QFRET BODIPY PC-A2 liposome hydrolysis, fluorescence;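 active means inhibition above mean plus 3 SD of compounds lying within the high and low control bounds, cut at about 19% in these data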;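 further: 0% = median of test compound wells and 100% = no enzyme DMSO wells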
DAX1 inh-2 – NR0B1 (DAX1) inhibition. P51843. HEK293 Gal4-DAX1 luciferase reporter, luminescence. inhibition, % at 6.75 µM. 340,000 tested, 0.99% active. AID 504766;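 active means inhibition above the mean over all tested compounds plus 3 SD, cut at about 4.2% in these data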;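 further: 0% = DAX1-transfected cells with DMSO and 100% = empty-vector control cells with DMSO; inhibition shows as a rise in luminescence from relieved DAX1 repression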
Active calls of the source: *.

Results for COc1ccc(N)cc1C#N ?
NPR1 activator: 4; FXN GAA850 act: -0.6; NPR2 activator: 6; ADAM10 inh: -8; hcDAF-12 act: 0.8; ssDAF-12 act: -0.5; DAX1 inh-1: 1.2; SMARCA2 activ: 0; hgDAF12 agonist: 0.9; sPLA2-III inh: 2; DAX1 inh-2: 0.4

Results for COC(=O)C1=C(N)Oc2cc(C)n(CC3CCCO3)c(=O)c2C1c1ccc(Cl)c(Cl)c1 (centres undefined) ?
NPR1 activator: -22; FXN GAA850 act: 0.1; NPR2 activator: -13; ADAM10 inh: 6; hcDAF-12 act: -2.8; ssDAF-12 act: -2.3; DAX1 inh-1: -0.2; SMARCA2 activ: 1; hgDAF12 agonist: -0.1; sPLA2-III inh: -3; DAX1 inh-2: 0.0

How did CC1=NNC(=O)C1Cc1c(Cl)cccc1Cl (centres undefined) do in these assays?
NPR1 activator: -3; FXN GAA850 act: 1.2; NPR2 activator: 4; ADAM10 inh: -1; hcDAF-12 act: -0.6; ssDAF-12 act: -0.5; DAX1 inh-1: 1.3; SMARCA2 activ: 0; hgDAF12 agonist: -0.5; sPLA2-III inh: -3; DAX1 inh-2: -0.8

What do the screens show for `CC(C)C12CN3CC(C(C)C)(CN(C1)C3c1ccccc1O)C2=O` (centres undefined)?
NPR1 activator: -3; FXN GAA850 act: -1.7; NPR2 activator: -9; ADAM10 inh: -5; hcDAF-12 act: -0.9; ssDAF-12 act: -1.1; DAX1 inh-1: -0.3; SMARCA2 activ: 2; hgDAF12 agonist: 2.9; sPLA2-III inh: 2; DAX1 inh-2: -0.4

How did COCCN(C(=O)CSCC(=O)Nc1cccc(C)c1)c1c(N)n(Cc2ccccc2)c(=O)[nH]c1=O do in these assays?
NPR1 activator: -2; FXN GAA850 act: 0.5; NPR2 activator: -2; ADAM10 inh: -16; hcDAF-12 act: -1.4; ssDAF-12 act: -0.7; DAX1 inh-1: -1.4; SMARCA2 activ: -2; hgDAF12 agonist: -2.8; sPLA2-III inh: 10; DAX1 inh-2: -2.3

Results for CCN(CC)CCCNC(=O)CN1C(=O)CSc2ccc(S(=O)(=O)N3CCOCC3)cc21 ?
NPR1 activator: 2; FXN GAA850 act: -0.6; NPR2 activator: -2; ADAM10 inh: 1; hcDAF-12 act: -1.1; ssDAF-12 act: -1.4; DAX1 inh-1: -0.1; SMARCA2 activ: 1; hgDAF12 agonist: -0.3; sPLA2-III inh: 2; DAX1 inh-2: 0.6

What do the screens show for `CCOC(=O)C1=NOC(CNC(=O)C2=NOC(CNC(=O)c3c(-c4ccccc4Cl)noc3C)C2)C1` (centres undefined)?
NPR1 activator: -1; FXN GAA850 act: 0.7; NPR2 activator: -3; ADAM10 inh: -5; hcDAF-12 act: -1.5; ssDAF-12 act: -1.3; DAX1 inh-1: -0.6; SMARCA2 activ: 0; hgDAF12 agonist: -1.5; sPLA2-III inh: 1; DAX1 inh-2: 2.2

Results for O=CNCc1nc2ccccc2n1CCCc1ccccc1 ?
NPR1 activator: 9; FXN GAA850 act: 2.2; NPR2 activator: 0; ADAM10 inh: 6; hcDAF-12 act: -1.8; ssDAF-12 act: -1.4; DAX1 inh-1: -0.3; SMARCA2 activ: -4; hgDAF12 agonist: -0.2; sPLA2-III inh: 7; DAX1 inh-2: 2.3

What do the screens show for `CCOC(=O)c1c(C)[nH]c(C(=O)OCC(=O)c2ccc3c(c2)NC(=O)CO3)c1C`?
NPR1 activator: -2; FXN GAA850 act: 1.4; NPR2 activator: 4; ADAM10 inh: -5; hcDAF-12 act: -2.5; ssDAF-12 act: -0.5; DAX1 inh-1: 0.2; SMARCA2 activ: 2; hgDAF12 agonist: -0.2; sPLA2-III inh: -20; DAX1 inh-2: 0.6

What do the screens show for `O=C(Nc1c(-c2ccccc2)[nH][nH]c1=O)c1ccc2c(c1)OCO2`?
NPR1 activator: 0; NPR2 activator: -5; ADAM10 inh: -4; hcDAF-12 act: -2.5; ssDAF-12 act: -0.9; DAX1 inh-1: -1.0; SMARCA2 activ: -2; hgDAF12 agonist: -2.1; sPLA2-III inh: 2

Results for COCCNC(=S)N=Nc1c(O)[nH]c2ccc([N+](=O)[O-])cc12 ?
NPR1 activator: 0; FXN GAA850 act: 1.4; NPR2 activator: -1; ADAM10 inh: 4; hcDAF-12 act: 0.1; ssDAF-12 act: -1.5; DAX1 inh-1: -0.5; SMARCA2 activ: 1; hgDAF12 agonist: 1.2; sPLA2-III inh: 6; DAX1 inh-2: 0.3

What do the screens show for `CCCNC(=O)C1(C)CCCN(C(=O)c2ccccc2F)C1` (centres undefined)?
NPR1 activator: 2; FXN GAA850 act: 0.5; NPR2 activator: -4; ADAM10 inh: -13; hcDAF-12 act: -1.6; ssDAF-12 act: -1.2; DAX1 inh-1: 1.9; SMARCA2 activ: 5; hgDAF12 agonist: 6.4; sPLA2-III inh: 2

Results for Cc1ccc(NC(=O)COC(=O)C2CC3CCCC(C2)C3=O)c([N+](=O)[O-])c1 (centres undefined) ?
NPR1 activator: -1; FXN GAA850 act: -0.4; NPR2 activator: -4; ADAM10 inh: -7; hcDAF-12 act: 1.2; ssDAF-12 act: -1.7; DAX1 inh-1: -1.3; SMARCA2 activ: -1; hgDAF12 agonist: 1.1; sPLA2-III inh: -5; DAX1 inh-2: 0.2

Results for Cc1ccc(C2(C)NC(=O)N(CC(=O)NNC(=O)c3ccoc3C)C2=O)cc1 (centres undefined) ?
NPR1 activator: 1; FXN GAA850 act: 1.7; NPR2 activator: -1; ADAM10 inh: 0; hcDAF-12 act: -0.7; ssDAF-12 act: -0.4; DAX1 inh-1: 0.0; SMARCA2 activ: -1; hgDAF12 agonist: -2.4; sPLA2-III inh: -2; DAX1 inh-2: 1.5

Results for Cc1[nH]n(-c2ccccc2)c(=O)c1C(=O)c1cccc(F)c1 ?
NPR1 activator: 5; FXN GAA850 act: 0.7; NPR2 activator: -2; ADAM10 inh: 3; hcDAF-12 act: -0.9; ssDAF-12 act: -0.7; DAX1 inh-1: -0.1; SMARCA2 activ: -1; hgDAF12 agonist: -0.9; sPLA2-III inh: 1; DAX1 inh-2: 1.2

Results for COc1cccc(-c2cc(C(=O)NCC3CCCO3)c3cc(Br)cc(C)c3n2)c1 (centres undefined) ?
NPR1 activator: 2; FXN GAA850 act: -0.9; NPR2 activator: -1; ADAM10 inh: -5; hcDAF-12 act: -1.7; ssDAF-12 act: -0.5; DAX1 inh-1: 3.5; SMARCA2 activ: -1; hgDAF12 agonist: -1.5; sPLA2-III inh: 2; DAX1 inh-2: 0.9

How did O=c1c2c([nH]c3ccc(Br)cc13)CCCC2 do in these assays?
NPR1 activator: 5; FXN GAA850 act: 0.3; NPR2 activator: -4; ADAM10 inh: -28; hcDAF-12 act: -2.5; ssDAF-12 act: -1.5; DAX1 inh-1: -0.5; SMARCA2 activ: -1; hgDAF12 agonist: -2.8; sPLA2-III inh: -1; DAX1 inh-2: -0.5

What do the screens show for `COc1ccccc1CNC(=O)CSc1n[nH]c(N)n1`?
NPR1 activator: 2; FXN GAA850 act: -0.1; NPR2 activator: 1; ADAM10 inh: -3; hcDAF-12 act: 0.5; ssDAF-12 act: -1.3; DAX1 inh-1: -0.1; SMARCA2 activ: -3; hgDAF12 agonist: 0.9; sPLA2-III inh: 13; DAX1 inh-2: 1.7

How did Cc1cccc(N2CC(c3nc4ccccc4[nH]3)CC2=O)c1 (centres undefined) do in these assays?
NPR1 activator: -2; FXN GAA850 act: -0.6; NPR2 activator: 2; ADAM10 inh: -1; hcDAF-12 act: 0.8; ssDAF-12 act: -1.0; DAX1 inh-1: -1.1; SMARCA2 activ: 0; hgDAF12 agonist: -4.0; sPLA2-III inh: 4; DAX1 inh-2: -1.2

Results for COc1ccccc1N1CCN(CC(=O)c2c(C)[nH]c3cc(C)ccc23)CC1 ?
NPR1 activator: 1; FXN GAA850 act: -0.7; NPR2 activator: -5; ADAM10 inh: 4; hcDAF-12 act: 0.1; ssDAF-12 act: -1.6; DAX1 inh-1: -0.1; SMARCA2 activ: -1; hgDAF12 agonist: 0.3; sPLA2-III inh: -11; DAX1 inh-2: -0.8

Ordered by count of non-hydrogen atoms (falling): some entries from above
Results for COc1ccccc1N1CCN(CC(=O)c2c(C)[nH]c3cc(C)ccc23)CC1 ?
NPR1 activator: 1; FXN GAA850 act: -0.7; NPR2 activator: -5; ADAM10 inh: 4; hcDAF-12 act: 0.1; ssDAF-12 act: -1.6; DAX1 inh-1: -0.1; SMARCA2 activ: -1; hgDAF12 agonist: 0.3; sPLA2-III inh: -11; DAX1 inh-2: -0.8

What do the screens show for `CCCNC(=O)C1(C)CCCN(C(=O)c2ccccc2F)C1` (centres undefined)?
NPR1 activator: 2; FXN GAA850 act: 0.5; NPR2 activator: -4; ADAM10 inh: -13; hcDAF-12 act: -1.6; ssDAF-12 act: -1.2; DAX1 inh-1: 1.9; SMARCA2 activ: 5; hgDAF12 agonist: 6.4; sPLA2-III inh: 2

Results for COc1ccc(N)cc1C#N ?
NPR1 activator: 4; FXN GAA850 act: -0.6; NPR2 activator: 6; ADAM10 inh: -8; hcDAF-12 act: 0.8; ssDAF-12 act: -0.5; DAX1 inh-1: 1.2; SMARCA2 activ: 0; hgDAF12 agonist: 0.9; sPLA2-III inh: 2; DAX1 inh-2: 0.4

New compounds follow:
How did CC(=O)c1ccc2c(c1)C1C=CCC1C(c1cc3c(cc1Br)OCO3)N2 (centres undefined) do in these assays?
NPR1 activator: -4; FXN GAA850 act: -0.1; NPR2 activator: -7; ADAM10 inh: -9; hcDAF-12 act: -1.2; ssDAF-12 act: -0.8; DAX1 inh-1: -1.6; SMARCA2 activ: -3; hgDAF12 agonist: 2.3; sPLA2-III inh: 0; DAX1 inh-2: -0.7

Results for CC(C)CCSc1nnc(N)s1 ?
NPR1 activator: 0; FXN GAA850 act: 0.3; NPR2 activator: 3; ADAM10 inh: 4; hcDAF-12 act: 1.2; ssDAF-12 act: -0.4; DAX1 inh-1: 0.4; SMARCA2 activ: 0; hgDAF12 agonist: -0.8; sPLA2-III inh: -7; DAX1 inh-2: -0.4

What do the screens show for `CNc1ccc(N=Nc2cccc3ncccc23)cc1`?
NPR1 activator: -3; FXN GAA850 act: -5.2; NPR2 activator: -8; ADAM10 inh: -12; hcDAF-12 act: -0.7; ssDAF-12 act: -0.5; DAX1 inh-1: -2.7; SMARCA2 activ: -4; hgDAF12 agonist: -4.7; sPLA2-III inh: 18; DAX1 inh-2: -0.7

Results for CC(C)Cc1cc(C(=O)NCCCN2CCOCC2)no1 ?
NPR1 activator: 4; FXN GAA850 act: -1.9; NPR2 activator: -1; ADAM10 inh: -8; hcDAF-12 act: 0.4; ssDAF-12 act: -1.6; DAX1 inh-1: -0.2; SMARCA2 activ: -2; hgDAF12 agonist: -2.6; sPLA2-III inh: 1; DAX1 inh-2: 0.5
